LDHA inh = qHTS assay for inhibitors of human lactate dehydrogenase; purified LDHA, NADH/diaphorase-resazurin fluorescence; active compounds read low; AID 1347041, 2019; activity change, % (values are at about 110 or 230 µM); actives 0.15% (n = 480,000); in the data active = activity change below about -30%; inconclusive = mostly about -25% to -30%;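 also: plate controls were DMSO wells for no effect and wells without enzyme for full effect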
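Human LDH5 (2 nM) was incubated with 0.06 mM NADH and 0.2 mM pyruvate for 5 min at room temperature in Tris pH 7.4. Remaining NADH was coupled through diaphorase/resazurin, and resorufin fluorescence was read at 0 and 20 min.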
* = called active by the depositor; u = inconclusive; & = joins results of further samples. The list is partial; rates above refer to the full screens.

LDHA inh,compound
u,COc1ccc(CC(=O)Nc2ccc3c(c2)NC(=O)C(C)O3)cc1 (centres undefined)
3.3,CC(C)[C@@H]1O[C@H](CCc2ccccc2)CC2=C1C(=O)OC(C)(C)O2
-0.9,CCN1CCC(O)C(C)C1C (centres undefined)
2.0,Cn1c(=O)c2c(nc(Cl)n2CC(=O)NCC23CC4CC(CC(C4)C2)C3)n(C)c1=O
-7.1,COC(=O)C1=CNC=C(C(=O)OC)C1c1ccccc1F
-8.3,CN1CCN(C(=O)CCn2cnc3c2c(=O)n(C)c(=O)n3C)CC1
-9.8&-5.5,O=C(/C=C/c1ccc2c(c1)OCO2)Nc1cccc([S+](=O)([O-])Nc2ccccc2F)c1
7.1,O=c1c(Cl)c(N2CCN(c3cccc(C(F)(F)F)c3)CC2)cnn1-c1nc2ccccc2s1
1.0,CCCCn1c(=O)[nH]c(=O)c2c1nc(CCC(=O)NCc1cccc(OC)c1)n2CC(C)C
-0.3,COC(=O)[C@]12CCCCC=C1N(CCC1=CCCCC1)C(=O)[C@H](CC(=O)NCC13CC4CC(CC(C4)C1)C3)C2
-4.3,COc1ccccc1NC(=O)Nc1nc2cc(C)c(C)cc2s1
-0.8,Cc1[nH]c(C)c(C=O)c1C=O

Next results.
LDHA inh,compound
0.2,CN(CC1COc2ccccc2O1)C(=O)c1nn(Cc2ccccc2)c(=O)c2ccccc12 (centres undefined)
-0.6,CC(C)c1ccc(C2C(C#N)=C(SCC(N)=O)NC3=C2C(=O)CCC3)cc1 (centres undefined)
7.7,CCc1ccc(C2C(C#N)=C(N)N(N3CCOCC3)C3=C2C(=O)CC(C)(C)C3)cc1 (centres undefined)
2.6,CCCC[n+]1c(NCc2cc(Br)cc(Br)c2[O-])[nH]c2ccccc21
2.0,COc1cc2cc(OC(C)=O)c3cc4c(cc3c2c(OC)c1OC)OCO4
-11.9,CCc1cc(=O)oc2cc(OCC(=O)N(C)C)ccc12
-3.8,CC(C)NC(=S)NNC(=O)c1ccco1
6.2,Cc1ccc(NC(=O)CSc2ncnc3ccccc23)cc1Cl
-16.6,NNC(=S)Nc1ccccc1
13.7,CC(c1nc2ccccc2s1)N(C)S(=O)(=O)/C=C/c1ccccc1 (centres undefined)
3.6,CS(=O)(=O)Cc1cccc(C(=O)Oc2ccc(Cl)c(Cl)c2)c1
-11.4,Cc1nc(/C=C/C(=O)NCc2ccccn2)cs1

(more compounds)
LDHA inh,compound
-16.2,CCc1ccccc1NC(=O)c1ncoc1-c1cccc(C)c1
-3.3,COc1cccc(C(=O)NCCNC(=O)c2cn(C)c3ccccc23)c1
-7.3,CC(NC(=O)CSc1nnnn1-c1ccc(O)cc1)c1ccc2c(c1)CCCC2 (centres undefined)
56.9,O=C(CCc1ncc(-c2ccccc2)o1)Nc1ccc(O)c2ccccc12
-1.9,CC(C)C(=O)N1c2ccccc2NC2=C(C(=O)CC(C)(C)C2)C1c1ccccc1 (centres undefined)
-4.6,COc1ccc(CNc2oc(-c3cccc([N+](=O)[O-])c3)nc2P(=O)(OC)OC)cc1
3.7,COc1ccc(CN2C(=O)CN(S(C)(=O)=O)CC2(C)C(=O)Nc2c(C)cccc2C)cc1OC (centres undefined)
3.3,O/N=C1\CCSc2ccccc21
1.0,CCOc1ccc(/C=N/OCc2ccc(F)cc2Cl)cc1
15.2,O=C(CN1CCN(c2ccc(O)cc2)CC1)Nc1ccnn1Cc1ccccc1Cl
1.8,N#Cc1c(C(F)(F)F)cc(-c2ccccc2)nc1SC/C=C/c1ccccc1
7.4,N#Cc1ccc2c(C=O)c[nH]c2c1

Additional records
LDHA inh,compound
0.2,Cc1ccc(-c2csc(Nc3ccc(S(N)(=O)=O)cc3)n2)cc1C
0.8,CC12CCCC(C(N)=O)(CCC1)C2
6.3,N#Cc1ccc(C(=O)NC2CCSc3ccccc32)cc1 (centres undefined)
-6.5,O=C(/C=C/c1cccs1)OCC(=O)c1cc2ccccc2o1
0.8,CSc1ccccc1C(=O)Nc1c(C(C)C)cccc1C(C)C
-3.2,COc1ccc(NC(=O)Nc2ccc3nc(N4CCOCC4)cc(C)c3c2)cc1
1.0,CC(C)OC(=O)c1cc(C(=O)O)c(C(=O)OC(C)C)cc1C(=O)O
4.3,CN1CCN(CCCc2ccccc2)CC1
1.3,COc1ccc(CSc2nnc(C3CC3)n2C2CC2)cc1F
14.7,Cc1ccc(C)c(N=Cc2ccccc2[N+](=O)[O-])c1
2.4,CC1=C(c2ccccc2)S(=O)(=O)NC1=NC(C)C12CC3CC(CC(C3)C1)C2 (centres undefined)
2.4,COC(=O)c1ccc(O)c(Br)c1

(next part)
LDHA inh,compound
-3.6,Cc1c(CCC(=O)N2CCCC2)c(=O)oc2cc(O)ccc12
8.3,C=CCOC(=O)Oc1ccc2c(=O)c(Oc3ccc(CC)cc3)c(C(F)(F)F)oc2c1
1.0,C=CCn1c(-n2nc(C)cc2C)nc2c1c(=O)n(C/C=C/C)c(=O)n2C
0.7,CC(=O)N1CCN(C(=O)CCn2c(-c3ccccc3)cc3ccccc32)CC1
1.1,C=C(Br)CNCc1ccccc1
-6.4,Cc1cc(C)cc(OCCOC(=O)c2cc(Cl)ccc2O)c1
-4.8,CCn1nnc2cc(C(=O)OCc3cc(=O)oc4cc(C)ccc34)ccc21
-6.0,O=C(C1CCCN1c1nnc(N2CCCC2=O)s1)N1CCN(c2cccc(Cl)c2)CC1 (centres undefined)
4.8,Cc1c(CC(=O)NCc2ccco2)c(=O)oc2cc(O)ccc12
6.6,O=S(=O)(c1ccc2c(c1)CCN2Cc1ccccc1Br)N1CCOCC1
2.3,COc1cccc(NC(=O)[C@H](C(C)C)n2nnc3ccccc3c2=O)c1
-8.1,Cc1nn(-c2nc3ccccc3o2)c2c1C(c1ccc(C(F)(F)F)cc1)CC(=O)N2 (centres undefined)

(continued)
LDHA inh,compound
2.4,CCc1nnc(NC(=O)CCc2ccc(-c3ccc(C)cc3)o2)s1
-0.7,O=C1NC[C@@H](CCCCN2C[C@H](Cc3ccc(O)cc3)N(CCc3ccccc3)C(=O)C2=O)N(CCC2CCCCC2)C1=O
19.2,O=C(NCCn1nc(-c2ccccc2)ccc1=O)c1ccc(Br)cc1
7.6,Cc1ccc(NC(=O)c2ccc(CSc3ccc(Cl)cc3)cc2)cc1C
-2.1,Cc1ccc(C(=O)N2CCC(C(=O)N3CCCCCC3)CC2)cc1S(=O)(=O)N1CCCCC1
10.6,CN1CCN(CCNC(=O)c2sc3ncccc3c2-n2cccc2)CC1
-1.3,CCCCNC(=O)c1nc(-c2cnccn2)oc1-c1ccc(Cl)cc1
-13.9,COc1cc(NC(=O)N2CCOc3ccc(Cl)cc32)cc(OC)c1OC
8.9,COc1ccc(NC(=O)c2nc3ccccc3nc2N2CCCCC2)cc1OC
-0.7,CC(=O)Nc1ccc(NC(=O)c2cccc3c(Br)cccc23)cc1
8.8,CCCCCn1nc(C(=O)NCCC(=O)OC)c2ccccc2c1=O
-4.5,O=C(CN1C2=NCCN2c2ccccc21)c1cccc(Br)c1

Next part.
LDHA inh,compound
-0.2,Cc1ccc(C)c(OCCn2cc(C(=O)C(F)(F)F)c3cc(Br)ccc32)c1
13.3,CCCN(C(=O)C1Cc2ccccc2C(=O)O1)c1c(N)n(Cc2ccccc2)c(=O)[nH]c1=O (centres undefined)
-2.7,Cc1ccc(N(CC(=O)NCC2CCCO2)S(=O)(=O)c2ccccc2)cc1 (centres undefined)
8.1,Cc1ccc(-c2nn(C)c(=O)c3ccccc23)cc1S(N)(=O)=O
-5.3,COC(=O)[C@]1(Sc2ccc(C)cc2)CC(=O)N[C@@H]1c1ccccc1
1.3,COC(=O)C(C)(C)NC(=O)CNC(=O)OCc1ccccc1
0.4,CCN(c1ccccc1)S(=O)(=O)c1ccc(NC(=O)c2cc(=O)c3ccc(C)cc3o2)cc1
-3.8,NC(=O)C12CC3CC(CC(Cl)(C3)C1)C2
12.2,Cc1ccc(S(=O)(=O)N(Cc2cc3cccc(C)c3[nH]c2=O)CC2CCCO2)cc1 (centres undefined)
1.5,O=C(N/N=C/c1ccc([N+](=O)[O-])o1)c1ccc(NC(=O)C2CCCCC2)cc1
-3.7,COc1ccc(Cl)cc1NS(=O)(=O)c1cccc(C(=O)N2CCc3sccc3C2)c1
-7.4,O=C(CN1CCN(C(=O)c2cc(-c3ccc(F)cc3)n[nH]2)CC1)N1CCCC1

In a second layout: entries from further up.
O=C1NC[C@@H](CCCCN2C[C@H](Cc3ccc(O)cc3)N(CCc3ccccc3)C(=O)C2=O)N(CCC2CCCCC2)C1=O
- LDHA inh: -0.7

O=C(NCCn1nc(-c2ccccc2)ccc1=O)c1ccc(Br)cc1
- LDHA inh: 19.2

Cc1ccc(NC(=O)c2ccc(CSc3ccc(Cl)cc3)cc2)cc1C
- LDHA inh: 7.6

Cc1ccc(C(=O)N2CCC(C(=O)N3CCCCCC3)CC2)cc1S(=O)(=O)N1CCCCC1
- LDHA inh: -2.1

3 compounds from above, arranged by their value in LDHA inh, descending.
LDHA inh,compound
6.3,N#Cc1ccc(C(=O)NC2CCSc3ccccc32)cc1 (centres undefined)
1.0,CCOc1ccc(/C=N/OCc2ccc(F)cc2Cl)cc1
-3.8,CC(C)NC(=S)NNC(=O)c1ccco1

(continued)
LDHA inh,compound
2.1,O=C(Nc1nonc1-c1ccc2c(c1)CCCC2)c1ccco1
9.2,CCCn1c(=O)n(CC(=O)NCc2nnc3n2CCCCC3)c2ccccc21
-3.1,COc1cc(/C=C(/C#N)c2ccc(C(F)(F)F)cn2)cc(OC)c1
0.4,O=C(O)c1ccc(C2CCCCC2)cc1
0.5,COCCn1c(=O)c2sccc2n(CC(=O)NC2CCCCC2)c1=O
14.7,Cc1n[nH]c(=O)c2c(NC(=O)CSc3nnc(C4CC4)n3-c3ccccc3)oc(C)c12
4.2,O=C(NCCc1ccc(F)cc1)C1CCN(c2ccc3nnc(C(F)(F)F)n3n2)CC1
7.4,COc1cccc(-c2nc(N3CCCCCC3)c3ccccc3n2)c1O
2.8,COc1ccc(/C(O)=C2\C(=O)C(=O)N(Cc3ccco3)C2c2cccnc2)cc1F (centres undefined)
3.1,CCNC(=O)NC(=O)C(C)OC(=O)c1nc(-c2ccccc2)oc1C (centres undefined)
0.2,COc1ccc(/C=C2\Oc3cc(OS(C)(=O)=O)ccc3C2=O)cc1OC
3.9,CCN(C(=O)COc1ncnc2ccc(Br)cc12)c1ccccc1

Carrying on.
LDHA inh,compound
-16.1,O=C(Nc1nc(-c2c[nH]c3ccccc23)cs1)C1CCC1
-8.9,Cc1cccc(Nc2nc3ccccc3nc2NS(=O)(=O)c2ccc(F)cc2)c1
5.5,O=C(NCc1ccccc1)C1CCN(S(=O)(=O)c2ccc(OC(F)(F)F)cc2)CC1
13.4,CC(C)CNC(=O)CN(c1cccc(Cl)c1Cl)S(=O)(=O)c1ccccc1
-6.2,CCCC(=O)N1CCCN(C(C)C(=O)Nc2ccc(C)c(F)c2)CC1 (centres undefined)
1.9,CCCCCCCCc1ccc(-c2ccc(CC)cc2)nc1
-18.2,CCN(CC)S(=O)(=O)c1cc(N)ccc1C
-2.7,CC(C)CC(=O)Nc1cccc(-c2nc3cc(Cl)ccc3o2)c1
-2.5,CCN(C)Cc1cccc(CNC(=O)NC2CC2)c1
-7.2,CC(Oc1ccc(F)c(F)c1)C(=O)NCCC(=O)N(C)C (centres undefined)
-8.6,CC(C)(C)c1cc(NC(=O)CS(=O)(=O)c2ccccc2)on1
0.0,Cc1cccc(Cn2c(SCC(=O)c3ccccc3)nc3c2c(=O)[nH]c(=O)n3C)c1

(cont.)
LDHA inh,compound
u,CCOc1ccccc1NC(=O)Cc1c(C)[nH]n(-c2nc(-c3ccc(Cl)cc3)cs2)c1=O
-21.7,COCCN1C(=O)c2ccccc2C(C(=O)Nc2ccccc2)C12CCCC2 (centres undefined)
33.7,N#Cc1cc2c(n(-c3ccccc3C(F)(F)F)c1=O)CCCC2=O
8.5,CCN(CC)CCC1S(=O)(=O)CC(c2ccccc2)CS1(=O)=O (centres undefined)
-1.5,O=C(CSc1nnnn1-c1ccccc1)N1CCN(CC(=O)N2CCCC2)CC1
12.7,CCCNC(=O)C(=O)NCc1n[nH]c(=O)c2ccccc12
2.4,Cc1nc(SCc2csc(Cc3ccc(Cl)cc3)n2)sc1CC(N)=O
2.2,Cc1ccc(NC(=S)NCCO)cc1
5.8,CCCC1CCC(c2ccc(-c3ccc(CC)cn3)cc2F)CC1 (centres undefined)
-3.5,Cc1ccc(C(C)NS(=O)(=O)c2cccs2)o1 (centres undefined)
-7.2,Cc1ccnc(Nc2nc(-c3ccc(F)c(C)c3)cs2)c1
-22.4&-3.0,Cc1ccc(NC(=O)CN2C(=O)N/C(=C\c3cccn3-c3ccc(C(=O)O)cc3)C2=O)cc1

Following part:
LDHA inh,compound
-2.5,Cc1ccc(-c2ccccc2N)cc1
4.2,CCS(=O)(=O)c1nc(-c2ccc(F)cc2)cc(C(F)(F)F)n1
0.8,CC(NC(=O)CSc1ccc2c(c1)OCCCO2)c1cc2ccccc2o1 (centres undefined)
-0.3,C[C@H](c1ccccc1)N1C[C@@H](COCc2ccccc2)Oc2cc(N3CC[C@@H](N(C)C)C3)ccc2S1(=O)=O

Retrieved one by one from the list above, 4 records:
LDHA inh,compound
-0.3,C[C@H](c1ccccc1)N1C[C@@H](COCc2ccccc2)Oc2cc(N3CC[C@@H](N(C)C)C3)ccc2S1(=O)=O
-2.5,Cc1ccc(-c2ccccc2N)cc1
4.2,CCS(=O)(=O)c1nc(-c2ccc(F)cc2)cc(C(F)(F)F)n1
0.8,CC(NC(=O)CSc1ccc2c(c1)OCCCO2)c1cc2ccccc2o1 (centres undefined)

From PubChem BioAssay
